# hIAP block – human IAP inhibition; AID 2544; 330,000 tested, 0.12% active; purified IAP, CDP-Star luminescence, 30 min; P09923; inhibition, % at 10 µM;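 active = inhibition reaching a set limit with compound at 10 µM in the primary screen, cut at about 35% in these data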;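 note: plate controls were DMSO wells with enzyme for no effect and no-enzyme buffer wells for full effect; values of inactives mirror those of a sister screen read the other way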
# Target sequence (P09923 whole entry, looked up): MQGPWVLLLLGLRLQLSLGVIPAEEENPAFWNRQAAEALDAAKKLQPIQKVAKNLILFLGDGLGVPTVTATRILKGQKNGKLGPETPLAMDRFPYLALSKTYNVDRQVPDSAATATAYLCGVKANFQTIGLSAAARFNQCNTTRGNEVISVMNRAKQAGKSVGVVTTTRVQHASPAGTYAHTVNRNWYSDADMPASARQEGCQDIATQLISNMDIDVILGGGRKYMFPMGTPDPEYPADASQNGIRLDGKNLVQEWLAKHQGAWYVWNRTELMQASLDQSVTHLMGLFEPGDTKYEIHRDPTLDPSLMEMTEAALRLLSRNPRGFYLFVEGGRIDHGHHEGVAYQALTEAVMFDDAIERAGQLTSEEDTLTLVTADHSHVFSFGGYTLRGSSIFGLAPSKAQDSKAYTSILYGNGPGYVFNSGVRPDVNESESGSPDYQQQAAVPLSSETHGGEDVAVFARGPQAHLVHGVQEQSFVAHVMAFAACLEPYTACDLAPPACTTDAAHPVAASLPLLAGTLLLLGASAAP
# MIN6 prolif – MIN6 beta-cell proliferation induction | MIN6 cells proliferation, ATPlite luminescence, 48 h; cells starved in 0.2% serum; 100% = growth in 10% serum | 330,000 tested, 0.29% active | AID 2380 | proliferation, % at 10 µM;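 active = compounds whose signal lies at least 3.5 SD above the mean of all wells on their plate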;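 note: 0% = DMSO-treated cells in low-serum medium and 100% = 10% serum control; some compounds called inactive have numbers as strong as hits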
# mIAP inh – mouse IAP inhibition; 330,000 tested, 0.2% active; purified mouse IAP, CDP-Star luminescence, 30 min; inhibition, % at 10 µM;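 active = inhibition of at least 40% at 10 µM in the primary screen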;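 note: plate controls were DMSO with enzyme for no effect and no enzyme wells for full effect; values of inactives mirror those of a sister screen read the other way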
# A3G deaminase – inhibitors of human APOBEC3G DNA deaminase | Q9HC16 | recombinant A3G, ssDNA deamination FAM/TAMRA fluorescence | inhibition, % at 20 µM | 330,000 tested, 0.28% active | AID 493012;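 active = inhibition of at least 40% at 20 µM, with no more than 30% in the related APOBEC3A deaminase screen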;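 note: plate controls were DMSO wells with A3G for no effect and wells lacking A3G enzyme for full effect; some compounds called inactive have numbers as strong as hits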
# Target sequence (Q9HC16 whole entry, looked up): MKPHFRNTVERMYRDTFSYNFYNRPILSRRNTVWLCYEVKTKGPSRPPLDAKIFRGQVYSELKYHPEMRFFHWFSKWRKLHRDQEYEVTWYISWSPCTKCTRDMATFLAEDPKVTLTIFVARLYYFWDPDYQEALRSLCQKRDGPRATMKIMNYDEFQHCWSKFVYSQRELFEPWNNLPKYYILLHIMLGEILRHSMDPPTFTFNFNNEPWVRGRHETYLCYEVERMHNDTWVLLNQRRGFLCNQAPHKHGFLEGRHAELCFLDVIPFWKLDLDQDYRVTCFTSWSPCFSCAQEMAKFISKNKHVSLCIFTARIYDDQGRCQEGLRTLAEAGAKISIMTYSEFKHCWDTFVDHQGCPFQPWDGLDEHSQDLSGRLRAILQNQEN
# hIAP activ – human IAP activation | purified human IAP, CDP-Star luminescence, 30 min; hits give high values; 1 = vehicle-only enzyme, 0 = enzyme-free background | P09923 | activation factor at 10 µM | 330,000 tested, 0.16% active;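 active = activation factor of the enzyme at least 2-fold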; note: the source names both 10 and 20 µM as test concentration; values of inactives mirror those of a sister screen read the other way
# mIAP activ – increases mouse intestinal alkaline phosphatase activity; muIAP, CDP-Star luminescence, 30 min; hits give high values; 1 = vehicle-only enzyme signal, 0 = enzyme-free wells; activation factor at 10 µM; 330,000 tested, 0.24% active;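 active = activation factor of at least 2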; note: the source names both 10 and 20 µM as test concentration; values of inactives mirror those of a sister screen read the other way
#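 System: Mouse IAP enzyme | Also added: CDP-Star substrate | Dosing: Compounds dispensed in DMSO | Schedule: 30 min enzyme-substrate-compound incubation at room temperature | Technique: Chemiluminescence readout | Control set: DMSO-only wells and no-enzyme negative control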
# NLRP3 yeast inh – blocks the NALP3 inflammasome reconstituted in yeast; 330,000 tested, 0.39% active; Yeast reconstituted NLRP3/ASC/caspase-1, beta-gal luminescence, 24 h; inhibition, % at 10 µM;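 active = inhibition of 50% or more; inactive = inhibition below 50%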;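 note: plate controls were induced DMSO wells for no effect and uninduced yeast grown without galactose for full effect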
# APOBEC3A inh – human APOBEC3A DNA deaminase inhibition; P31941; recombinant A3A, FAM/TAMRA ssDNA deamination fluorescence; inhibition, % at 20 µM; 330,000 tested, 0.41% active;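 active = at least 40% inhibition at 20 µM here, with at most 30% in a related deaminase screen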;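 note: plate controls were A3A with DMSO for no effect and wells lacking A3A enzyme for full effect; some results filed as inactive read as strong as hits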
# SENP1 inh – inhibitors of human SENP1 SUMO protease catalytic domain | inhibition, % at 10 µM | recombinant SENP1 catalytic domain, CyPet-SUMO1-YPet FRET cleavage | Q9P0U3 | 360,000 tested, 0.21% active;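 active = inhibition at least 30% at 10 µM, raw YFP signal under a set limit, fluorescence ratio 0.5 to 1.5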;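 note: 0% = enzyme with DMSO and 100% = no enzyme wells; some results filed as inactive read as strong as hits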
#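 Test system: recombinant human SENP1 catalytic domain, His6-tagged / Medium: pH 8 Tris buffer with EDTA, NaCl, BME, BSA, NP40, catalase / Also added: SUMO1 FRET substrate flanked by Cypet and Ypet, 25 nM / Times: 50 min reaction at room temperature / Signal: FRET, CFP and YFP emission / Control set: no-enzyme low control and enzyme-plus-DMSO high control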
# Starred values were filed as active, the others as inactive; x = no result given. These rows are one share of the data; count on the stated rates, not on these rows.
SMILES,hIAP block,MIN6 prolif,mIAP inh,A3G deaminase,hIAP activ,mIAP activ,NLRP3 yeast inh,APOBEC3A inh,SENP1 inh
COc1ccccc1CNC(=O)C1CCCCN1S(=O)(=O)c1ccccc1 (configuration not stated),13,1,-4,-10,0.87,1,10,-3,2
Cc1ccc(S(=O)(=O)N2CCN(CC(=O)N/N=C\c3ccncc3)CC2)cc1,2,-2,8,-3,0.98,0.92,12,5,1
Cc1oc(-c2ccccc2F)nc1CN1CCC(C(=O)NCc2ccco2)CC1,2,-4,-2,-8,0.98,1,0,-3,-11
COc1ccc(CN2C(=NC(=O)CCc3ccccc3)SC3CS(=O)(=O)CC32)cc1 (configuration not stated),-36,-1,-2,0,1.4,1,2,0,2
Cc1ccc(NC(=O)c2ccc3nccnc3c2)c(C)c1,-2,2,5,-11,1,0.95,21,-3,-2
S=c1[nH]nc(-c2ccncc2)n1/N=C/c1ccccc1,-7,-2,-5,55*,1.1,1.1,24,-3,2
CCOC(=O)C1CCN(C(=O)c2ccccc2Oc2ccccc2)CC1,16,1,0,-6,0.84,1,1,-1,1
Cc1cc(CN(C)C(=O)CCc2nnc(Cc3cccc(C(F)(F)F)c3)o2)on1,2,-2,-1,-11,0.98,1,11,-3,0
Cc1oc2cc(OCc3cnn(-c4ccccc4)c3)ccc2c(=O)c1Oc1ccccc1F,4,-5,-2,-7,0.96,1,18,0,-1
CN1C(=O)C(C(=O)NC(C)(C)C)C2c3ccccc3OC13CCCCC23 (configuration not stated),-16,-2,9,-6,1.2,0.91,-11,18,0
O=C(OCc1cnc(Cl)s1)c1ccc(Cl)cc1,-14,2,1,-10,1.1,0.99,24,-3,2
Cc1cnc(C(=O)OCC(=O)c2ccc(Cl)cc2)cn1,-13,-1,2,-7,1.1,0.98,4,1,-1
Cc1cccc(C)c1NC(=S)N(Cc1cccs1)C1CCCC1,-14,1,-6,-7,1.1,1.1,-4,-3,3
COc1ccc(NC(=O)N2c3ccccc3CC2C)cc1OC (configuration not stated),14,-1,2,-6,0.86,0.98,17,-3,0
CSc1cccc(NC(=O)NCc2cccc(CNC(=O)Nc3cccc(SC)c3)c2)c1,-34,-5,-109,-8,1.3,2.1*,3,-3,1
Cc1nc(SCC(=O)Nc2c(C)n(C)n(-c3ccccc3)c2=O)c(C#N)c(C)c1C,8,5,2,-7,0.92,0.98,12,-6,-1
O=C(Nc1cc(S(=O)(=O)N2CCCCC2)ccc1Cl)C1COc2ccccc2O1 (configuration not stated),3,-4,0,3,0.97,1,5,5,0
S=C(NCC1COc2ccccc2O1)Nc1ccc(Br)cc1 (configuration not stated),-3,-7,-220,-9,1,3.2*,29,-4,0
Nc1nc(SCC(=O)N2CCOCC2)[nH]c(=O)c1-c1ccccc1,-3,-3,-6,-3,1,1.1,-14,-1,1
COc1cc(SC)ccc1C(=O)NNC(=O)c1cc(C)oc1C,-10,-6,-1,8,1.1,1,34,0,2
CCOCCCNC(=O)C(NC(=O)Cc1c[nH]c2ccccc12)c1ccccc1 (configuration not stated),-7,-1,3,-8,1.1,0.97,6,-3,-1
CCN(C(=O)CSc1ncccc1C(=O)O)C1CCCCC1,2,1,-6,-1,0.98,1.1,4,7,2
CN(CCc1nc2ccc(Cl)cc2[nH]1)Cc1nc(CC2CC2)no1,-14,3,-13,-6,1.1,1.1,9,-5,-25
COc1cc(OC)c(S(=O)(=O)N2CCCCC2)cc1S(=O)(=O)N1CCCCC1,-6,-5,4,-7,1.1,0.96,0,-2,0
COc1cc(CCN2C(=O)N[C@@H](CCc3ccccc3)C(C(C)=O)=C2C)cc(OC)c1OC,5,-2,-3,-1,0.95,1,8,4,x
# Going on with the list:
SMILES,hIAP block,MIN6 prolif,mIAP inh,A3G deaminase,hIAP activ,mIAP activ,NLRP3 yeast inh,APOBEC3A inh,SENP1 inh
Cc1nnc(NC(=O)Nc2ccc(Cl)c(Cl)c2)s1,5,-5,4,-1,0.95,0.96,15,-1,1
COc1ccccc1N1CCN(C(=O)CSc2nc3ccccc3nc2N2CCC(C)CC2)CC1,13,-3,-2,-6,0.87,1,24,-2,-3
COc1ccc(CN2CCN(Cc3ccc(C(F)(F)F)cc3)CC2)c(OC)c1,12,-3,-1,-3,0.88,1,26,-1,-1
Cc1ccc(OC(C)C(=O)N(C)Cc2ccccc2)c([N+](=O)[O-])n1 (configuration not stated),-23,1,-4,1,1.2,1,9,2,-2
O=C(COc1ccc(C(=S)N2CCOCC2)cc1Cl)Nc1ccccc1Cl,4,3,12,25,0.96,0.88,28,-4,1
O=C(COC(=O)Cn1nnc2ccccc21)NC1CCCC1,12,-3,-1,-10,0.88,1,3,-5,2
C(=N\Nc1ccc2nncn2n1)/c1ccccn1,-25,-4,-5,-2,1.3,1,4,-1,0
COC(=O)Cn1nnc(N2CCOCC2)n1,-7,-1,-6,-4,1.1,1.1,1,-2,-1
C/C(=C\c1ccc(C)o1)C(=O)c1c(C)cc(C)[nH]c1=O,3,-3,9,-1,0.97,0.91,4,2,-6
CN(C)C(=O)CSc1nc(-c2cccs2)c(-c2cccs2)[nH]1,1,0,8,-7,0.99,0.92,-3,-2,-3
COc1ccc(-c2cc(C(F)(F)F)n3nc(C(=O)O)cc3n2)cc1OC,-14,-1,-9,2,1.1,1.1,13,6,-19
O=C(CSCc1ccccc1Br)N/N=C/c1ccc2c(c1)OCO2,-5,0,1,-4,1.1,0.99,12,0,0
CCN(Cc1ccccc1)C(=O)CN1C(=S)NC(C)(C)CC1C (configuration not stated),-2,2,-1,-8,1,1,6,-4,2
CC(C)C(=O)NC(=S)Nc1ccccn1,-6,-1,6,-3,1.1,0.94,9,4,1
COc1cc(C(=O)NCCCNc2nc3cc(C)cc(C)c3cc2C#N)cc(OC)c1OC,-17,-3,1,-9,1.2,0.99,-6,1,-150
O=C(CCc1ccccc1F)N1CCN(c2ccccc2)CC1,0,1,9,-5,1,0.91,36,-9,0
Cc1cc(C)cc(NC(=O)Nc2ccc3c(c2)CCC3)c1,-6,-2,-98,-7,1.1,2,17,-2,-1
CCC(=O)N(Cc1ccco1)c1nc(-c2ccc(OC)cc2)cs1,1,4,1,-7,0.99,0.99,18,-1,-1
Cc1c(CC(=O)N2C[C@H]3C[C@@H](C2)c2cccc(=O)n2C3)c(=O)oc2cc3occ(C(C)(C)C)c3cc12,-11,3,-9,-7,1.1,1.1,9,11,3
COc1cc(O)c2c(=O)cc(-c3ccccc3)oc2c1,-3,-2,13,-5,1,0.87,28,-5,2
COc1ccccc1-c1csc2ncnc(Sc3nnnn3C)c12,-4,6,-10,-9,1,1.1,12,-1,-1
CCOCC(=O)Nc1cc(C(=O)Nc2ccc(F)cc2)ccc1Cl,-1,-3,10,-6,1,0.9,19,-3,x
CCOC(=O)/C(=C/c1ccc(F)cc1)NC(C)=O,-1,0,3,-5,1,0.97,9,-7,1
CCn1c(Cc2c(C)[nH]c3ccccc23)nnc1SCC(=O)NCc1ccco1,-70,-3,-2,-1,1.7,1,23,-1,-42
Cc1nn(-c2ccccc2)c(N)c1C1(O)C(=O)Nc2ccccc21 (configuration not stated),12,-2,-3,-1,0.89,1,-8,9,1
# (continued)
SMILES,hIAP block,MIN6 prolif,mIAP inh,A3G deaminase,hIAP activ,mIAP activ,NLRP3 yeast inh,APOBEC3A inh,SENP1 inh
CCCCCn1c(=S)[nH]c2ncccc2c1=O,-1,-3,-4,0,1,1,-28,0,2
Cc1cccc(NC(=O)c2sc3nc(-c4ccc(F)cc4)cn3c2C)n1,13,-6,0,-5,0.87,1,17,-4,-30
CC(C)CN(Cc1c(O)ccc2ccccc12)CC(C)C,-14,-3,0,-6,1.1,1,3,-2,-2
CCOC(=O)N1CCN(S(=O)(=O)c2ccc3c(c2)CCN3C(=O)C2CC2)CC1,-10,-3,-10,4,1.1,1.1,-6,9,0
Cc1ccc(CNC(=O)c2ccc(Cl)c(S(=O)(=O)N3CCCCC3)c2)cc1,-14,-4,-1,-6,1.1,1,2,0,3
COc1cc([N+](=O)[O-])ccc1NC(=O)CSc1nc2ccccc2n1-c1ccccc1,12,-5,22,-8,0.88,0.78,9,-3,x
COC(=O)c1sc(NC(=O)CSc2nnc(C(C)C)n2C)nc1C,5,-1,8,0,0.95,0.92,19,0,1
COc1ccc(CCNC(=O)COc2ccc(C)nc2[N+](=O)[O-])cc1,5,-1,5,-12,0.95,0.95,14,-3,2
CC(NC(=O)c1cncc(Br)c1)c1ccc(S(N)(=O)=O)cc1 (configuration not stated),2,-3,0,0,0.97,1,11,0,-1
COc1ccc(CNC(=S)Nc2ccc(Br)cc2)cc1,10,-3,-31,-3,0.9,1.3,33,-7,1
CC1(C)SC(=Nc2ccccc2)N(S(=O)(=O)c2ccccc2)C1=O,2,0,-2,-4,0.98,1,10,2,3
Cc1cc(C(=O)c2ccc3ccccc3c2)c(C)o1,11,3,8,-3,0.89,0.93,-3,-2,3
C=CCn1c(C)nnc1SCC(=O)Nc1nc(C)c(C(=O)N(C)C)s1,14,1,4,-7,0.86,0.96,-5,2,3
COc1cc(-c2nnc(SCc3cccnc3)n2C)cc(OC)c1O,-3,-2,-4,-4,1,1,6,-1,3
O=C(CO/N=C/c1ccc(OC(F)F)cc1)NCc1cccs1,10,-3,-13,-8,0.9,1.1,-50,-2,1
CN(C)S(=O)(=O)c1ccc(Cl)c(C(=O)Nc2cccc([N+](=O)[O-])c2)c1,-1,-1,10,-9,1,0.9,20,-1,-1
CCC1CCCCN1C(=O)CSc1nnc(CNC(=O)c2cc(OC)c(OC)c(OC)c2)o1 (configuration not stated),10,-2,18,1,0.9,0.82,16,0,1
CCOC(=O)c1ccc(NC(=O)c2nc[nH]c2C(=O)N[C@@H](C)C(=O)OC(C)(C)C)cc1,-47,-8,3,13,1.5,0.97,14,5,1
O=C(Cc1ccc(Br)cc1)OCC(=O)c1ccc[nH]1,-2,2,0,-1,1,1,4,-1,-7
CC(=O)Nc1ccc(NC(=O)CSc2nnc(C)c(=O)n2N)cc1,-3,1,-2,-4,1,1,4,-1,1
CC(C)NC(=S)N/N=C/C1=CCC2CC1C2(C)C (configuration not stated),-7,-3,4,-2,1.1,0.96,10,2,2
CCCc1cc(=O)[nH]c(SCCOc2ccc(OCC)cc2)n1,-2,-1,3,-1,1,0.97,20,1,3
COc1cc(CC(=O)NCC(C)(C)N2CCOCC2)cc(OC)c1OC,6,0,3,-3,0.94,0.97,32,1,1
COc1cccc(NC(=O)NC2CCCCCCC2)c1,-14,-4,-105,-2,1.1,2.1*,21,3,2
O=C1OCCC1Sc1nc2ccccc2c(=O)n1Cc1ccccc1 (configuration not stated),-10,-1,-2,-4,1.1,1,3,-1,2
CC/C(O)=C1\C(=O)CC(C)(C)CC1=NCCc1nc2ccccc2[nH]1,-26,-2,-10,-4,1.3,1.1,9,-4,0
O=P(Cc1ccncc1)(c1ccccc1)c1ccccc1,9,-2,4,-7,0.91,0.96,1,-3,2
